BLM helicase inh = inhibitors of human Bloom syndrome helicase BLM. P54132. recombinant BLM DNA unwinding, fluorescence dequenching. Potency, µM (highest dose often 56.1 µM), inactives show at the highest dose activity change, negative = inhibition, actives largely listed as inhibitors. actives 0.2% (n = 350,000). AID 2528;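 note: plate controls were vehicle for no effect and no enzyme for full effect; nearly all actives have a fitted effect of over 35% in size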
APE1 inh = APE1 (human) endonuclease inhibition; recombinant APE1, TAMRA/BHQ-2 abasic DNA cleavage fluorescence; P27695; Potency, µM (series often up to 65.8 µM), for inactives: at the highest dose activity change, negative = inhibition, hits mostly inhibitors; AID 2517; actives 0.35% (n = 350,000);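 note: plate controls were vehicle for no effect and reference inhibitor for full effect; nearly all actives have a fitted effect of over 55% in size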
Target sequence (P27695 whole entry, looked up): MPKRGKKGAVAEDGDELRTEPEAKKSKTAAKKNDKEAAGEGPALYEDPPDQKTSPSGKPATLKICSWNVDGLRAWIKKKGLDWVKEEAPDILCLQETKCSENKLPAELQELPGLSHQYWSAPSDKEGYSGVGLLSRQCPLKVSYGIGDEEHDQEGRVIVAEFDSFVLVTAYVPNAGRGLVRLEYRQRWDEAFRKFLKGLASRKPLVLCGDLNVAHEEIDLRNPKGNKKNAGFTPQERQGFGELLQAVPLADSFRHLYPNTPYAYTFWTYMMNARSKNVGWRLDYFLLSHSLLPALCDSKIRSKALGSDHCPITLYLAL
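Compound pre-exposure to 0.75 nM APE1, 15 min at ambient temperature. Reaction initiated with 50 nM TAMRA/BHQ-2 THF substrate, read immediately in kinetic mode, 525 nm excitation, 598 nm emission.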
Anesthetic bind = candidate novel general anesthetic via apoferritin binding. Potency, µM (top dose mostly 77.5 µM), for inactives: top-dose activity change, negative = displacement, most hits filed as inhibitors. actives 0.074% (n = 350,000). apoferritin/1-aminoanthracene competitive binding, fluorescence. AID 485281. P02791; note: nearly all actives have a fitted effect of over 20% in size
Target sequence (P02791 2-175 limits assumed): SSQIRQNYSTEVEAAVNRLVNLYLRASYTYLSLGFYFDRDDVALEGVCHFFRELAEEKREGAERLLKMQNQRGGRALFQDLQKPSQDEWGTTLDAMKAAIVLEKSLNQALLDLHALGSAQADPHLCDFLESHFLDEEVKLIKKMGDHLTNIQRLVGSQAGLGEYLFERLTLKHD
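Horse-spleen apoferritin (10 uM) in 50% saturated 1-aminoanthracene in PBS was incubated 10 min at room temperature with compound. Fluorescence (ex 380, em 535 nm) was normalized to free and bound 1-AMA, with concentration-response fitted by a four-parameter Hill equation.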
* marks the source's active call; other numbers are inactive results; ? = inconclusive; & = joins results of further samples; [ ] = another dose, or the depositor's remark. Calls come from the whole dose curve; as a rule, active = well fitted curve in the direction sought with a large enough effect; inconclusive = small, poorly fitted or top-dose-only effect, or another doubt; inactive = no such curve, though single readings can be large; an effect the other way counts as inactive or inconclusive. Unless noted, % is set by controls: 0 for no effect and ±100 for the full control effect; potency is the fitted concentration of half-maximal effect.

SMILES	BLM helicase inh	APE1 inh	Anesthetic bind
CCOC(=O)CCN1C(=O)[C@H]2[C@H]3[C@H](O)[C@H](O)C/C(=N/NC(=O)OCc4ccc(OC)cc4)[C@H]3CC[C@@H]2C1=O	1%[12.4 µM]	16%[12.4 µM]	-4%[15.3 µM]
COC(=O)[C@@H]1CCCN1C(=O)[C@H]1C[C@@H]1[C@H](NC(=O)OCc1ccccc1)c1ccccc1	0%	-1%	6%
Cc1ccc(C(C)C)n1C(=O)OC(C)(C)C	-2%[12.4 µM]	39%[activator][12.4 µM]	-2%[15.3 µM]
COc1ccc(O[C@H]2C=C[C@@H](c3ccccc3)O[C@H]2COC(=O)CC/C(C)=N\O[C@@H](C)c2cn([C@H](CO)Cc3ccccc3)nn2)cc1	-3%&-2%[12.4 µM]	-12%&9%[12.4 µM]	-3%&-11%[15.3 µM]
COc1ccc(COC(=O)N/N=C2/C[C@@H](O)[C@@H](O)[C@@H]3[C@@H]4C(=O)N(Cc5ccc6c(c5)OCO6)C(=O)[C@H]4CC[C@@H]23)cc1	3%[12.4 µM]	?	-8%[15.3 µM]
C/C(CCN1CCCc2nc(C)c(C)cc21)=N\O[C@@H](C)c1cc(-c2c(C)cc(C)cc2C)no1	1%[12.4 µM]	-3%[12.4 µM]	-13%[15.3 µM]
C=CCOC(=O)C(C(=O)CC)C(NC(=O)OC)c1ccc(F)cc1 (stereo unspecified)	2%[12.4 µM]	?	3%[15.3 µM]
Cc1nc(NC2CCCCC2)c2nc(-c3ccccc3)n(CCN3CCCCC3)c2n1	-7%	?	-23%
COC(=O)[C@@]1(Cc2ccc(OC)cc2)[C@H]2c3cc(C(=O)N(C)C)n(CCN4CNCC4=O)c3C[C@H]2CN1C(=O)c1ccccc1	-4%	1%	-13%
CCCNc1nc(C#N)nc(Nc2ccccc2)n1	-11%	-1%	-8%
CCN1C(=O)[C@H]2[C@H]3[C@H](O)[C@H](O)C/C(=N/OCc4ccccc4)[C@@H]3CC[C@@H]2C1=O	-1%[12.4 µM]	13%[12.4 µM]	-6%[15.3 µM]
CNC(=O)[C@]1(C)C[C@H]1[C@H](NC(=O)[C@]1(C)C[C@H]1[C@H](NC(=O)[C@]1(C)C[C@H]1[C@H](NC(=O)[C@]1(C)C[C@H]1[C@H](NC(=O)OCc1ccccc1)c1ccccc1)c1ccccc1)c1ccccc1)c1ccccc1	-1%	12%	-2%
O=C(Nc1ccncc1)c1cc([N+](=O)[O-])ccc1Cl	-4%	-1%	-9%
COC(=O)[C@@]1(Cc2ccc(OC)cc2)[C@H]2c3cc(C(=O)N4CCCC4)n(CCc4ccc(OC)c(Br)c4)c3C[C@H]2CN1C(=O)c1ccccc1	-8%	-3%	4%
COC(=O)C1CC1C(NC(=O)[C@@H]1CCCN1)c1ccccc1 (stereo partly specified)	-3%	-3%	0%
C[C@@H]1NC(=O)[C@@H](C)COC(=O)[C@H](C)NC(=O)[C@@H](C)COC1=O	-2%[12.4 µM]	-11%[12.4 µM]	4%[15.3 µM]
CC1CCC(C(=O)O)NC1c1ccc(C#CCN(C)C)cc1 (stereo unspecified)	-2%[12.4 µM]	?	3%[15.3 µM]
CCOC(=O)CCN1C(=O)[C@H]2[C@H]3[C@H](O)[C@H](O)C/C(=N/OC[C@@H](O)COCc4ccco4)[C@@H]3CC[C@@H]2C1=O	1%[12.4 µM]	9%[12.4 µM]	-3%[15.3 µM]
COc1cc(OC)cc(-c2nnc3n2N=C(c2ccc(OC)cc2OC)CS3)c1	-9%	-9%	-21%
COCCNC(=O)[C@H](C)[C@@H]1C[C@@]1(C)[C@@H](NC(=O)OCc1ccccc1)c1ccccc1	4%	10%	-13%
COc1ccc(COC2OC[C@]3(C)[C@H]4C5=C(CN3C(=O)OC(C)(C)C)[C@H](C)C(CO)C(CO)C5CC[C@@H]24)cc1 (stereo partly specified)	-2%	-3%	-6%
O=C1C2=CC[C@H]3C(=O)N(C[C@@H]4CCCO4)C(=O)[C@@H]3[C@@H]2[C@H](O)[C@@H]2O[C@H]12	2%[12.4 µM]	?	-6%[15.3 µM]
CC1=C(C(=O)OCc2ccccc2)C(C2CC2)NC(=O)N1CCCCCC(=O)O (stereo unspecified)	-6%	-6%	2%
CCc1cccc2nc3c(c([Si](CC)(CC)CC)c12)Cn1c-3cccc1=O	-12%	6%	70%[activator]
COc1ccc(-c2nnc3n2N=C(c2ccc(OC)cc2OC)CS3)cc1	5%	-10%	?

Carrying on:
SMILES	BLM helicase inh	APE1 inh	Anesthetic bind
COC(=O)[C@@]1(Cc2ccc(OC)cc2)[C@H]2c3cc(C(=O)N4CCCC4)n(Cc4cc(F)cc5c4OCOC5)c3C[C@H]2CN1C(=O)c1ccccc1	-10%	-8%	-10%
COc1ccc(O[C@H]2C=C[C@@H](c3ccccc3)O[C@H]2COC(=O)CC/C(C)=N/OCC[C@@H]2C=C[C@H](OC(C)=O)[C@H](COC(C)=O)O2)cc1	-4%[12.4 µM]	9%[12.4 µM]	-10%[15.3 µM]
CC(=O)OC[C@H]1O[C@@H](O/N=C2/[C@H]3O[C@@H]3[C@@H](O)[C@H]3[C@H]2CCn2c(=O)n(-c4ccccc4)c(=O)n23)[C@H](OC(C)=O)[C@@H](OC(C)=O)[C@@H]1OC(C)=O	5%[12.4 µM]	21%[12.4 µM]	0%[15.3 µM]
COc1ccc(O[C@H]2C=C[C@@H](c3ccccc3)O[C@H]2COC(=O)CC/C(C)=N\O[C@@H](C)c2cc(-c3c(C)cc(C)cc3C)no2)cc1	-3%[12.4 µM]	9%[12.4 µM]	-3%[15.3 µM]
C#CCCCO/N=C1/C[C@@H](O)[C@@H](O)[C@@H]2[C@@H]3C(=O)N(Cc4ccccc4)C(=O)[C@H]3CC[C@@H]12	0%[12.4 µM]	-12%[12.4 µM]	-11%[15.3 µM]
O=C1[C@H]2[C@H]3[C@H](O)[C@H](O)C/C(=N/OCc4ccccc4)[C@@H]3CC[C@@H]2C(=O)N1Cc1ccc2c(c1)OCO2	-2%[12.4 µM]	-12%[12.4 µM]	0%[15.3 µM]
CCC[C@@H]1C[C@@]1(CCC)C(NC(=O)c1ccco1)c1ccc(Cl)cc1 (stereo partly specified)	-16%	-4%	-4%
CCCCCCCC#Cc1ccccc1C(NC(=O)OC)C(C(=O)OC)C(=O)OC (stereo unspecified)	-6%[12.4 µM]	?	-7%[15.3 µM]
N#Cc1nc(NCCCO)nc(Nc2ccccc2)n1	3%	-2%	-11%
CCC/C=C(\CCC)C(NC(=O)C(C)(C)C)c1ccc(C(=O)OC)cc1 (stereo unspecified)	-4%	4%	-17%
COc1ccc(O[C@H]2C=C[C@@H](c3ccccc3)O[C@H]2COC(=O)N2CCCCC2)cc1	-4%[12.4 µM]	28%[12.4 µM]	-2%[15.3 µM]
CCC1=C(OC(=O)N(CC)CC)N2C(=O)OC(=NCCOC)[C@]2(C)[C@H]2C1=CC[C@H]1C(=O)N(CC)C(=O)[C@H]12	0%	-11%	0%
C[C@@H]1/C=C\CC(=O)OC[C@H](C)C(=O)N2CCC[C@@H]2C(=O)OC1	0%[12.4 µM]	?	0%[15.3 µM]
CCCNC(=O)OC[C@@H]1O[C@H](CCO/N=C(\C)CCN2CCc3nc(CC)c(CC)cc3C2)C=C[C@@H]1Oc1ccc(OC)cc1	2%[12.4 µM]	24%[12.4 µM]	-15%[15.3 µM]
COC(=O)NC(CC(C)=O)c1ccc2c(c1)OCO2 (stereo unspecified)	1%[12.4 µM]	?	-8%[15.3 µM]
COC(=O)NC(c1ccco1)[C@]1(C(C)=O)CCCC1=O (stereo partly specified)	1%[12.4 µM]	?	1%[15.3 µM]
COc1cccc(-c2nnc3n2N=C(c2ccc(OC)cc2OC)CS3)c1	9%	-7%	?
COC1C(O)COC1/C=C/c1ccccc1 (stereo unspecified)	-1%[12.4 µM]	?	-4%[15.3 µM]
Cc1ccc2oc(=O)c3c4cc(O)c(O)c(C)c4oc3c2c1	-9%	-9%	-8%
COC(=O)CNC(=O)[C@@]1(Cc2ccccc2)C=C[C@@H](C)N1C(=O)c1ccccc1	0%	0%	-3%
COCCNC(=O)C1(CC(C)C)C=CCN1C(C)=O (stereo unspecified)	-3%	-2%	1%
O=C1CCCC=C1[C@H](O)CCCCBr	-8%[12.4 µM]	4%[12.4 µM]	-3%[15.3 µM]
O=C(NCCc1c[nH]c2ccccc12)[C@H]1C[C@@H]1[C@H](NP(=O)(c1ccccc1)c1ccccc1)c1ccccc1	-10%	-5%	-1%
CCOC(=O)N/N=C1/C[C@@H](O)[C@@H](O)[C@@H]2[C@@H]3C(=O)N(Cc4ccccc4)C(=O)[C@H]3CC[C@@H]12	-4%[12.4 µM]	?	4%[15.3 µM]
Cc1ccc(S(=O)(=O)N[C@H]2COC(=O)[C@@H](C)COC(=O)C/C=C\[C@H]2C)cc1	-2%[12.4 µM]	17%[12.4 µM]	-11%[15.3 µM]

Next part.
SMILES	BLM helicase inh	APE1 inh	Anesthetic bind
N#Cc1nc(NCC2CC2)nc(Nc2ccccc2)n1	-7%	-2%	-6%
C#CCCCO/N=C1/C[C@@H](O)[C@@H](O)[C@@H]2[C@@H]3C(=O)N([C@@H](C)c4ccccc4)C(=O)[C@H]3CC[C@@H]12	-5%[12.4 µM]	?	-2%[15.3 µM]
CC(C)=NO[C@@H](C)CN1CCCc2nc(C)c(C)cc21	-3%[12.4 µM]	31%[activator][12.4 µM]	73%[activator][15.3 µM]
COC(=O)[C@@]1(Cc2ccc(F)cc2)[C@H]2c3cc(C(=O)N(C)C)n(CCCNc4ccc(C(F)(F)F)cc4Cl)c3C[C@H]2CN1C(=O)c1ccccc1	-10%	-2%	-17%
CCOc1ccccc1-c1nnc2n1N=C(c1ccc(OC)c(OC)c1)CS2	1%	10µM*	-21%
COC(=O)[C@H](C)NC(=O)[C@@H](C)CO	0%[12.4 µM]	27%[12.4 µM]	-6%[15.3 µM]
COC(=O)C1=C(C)N(Cc2ccccc2)[C@]23O[C@](C(=O)OC)(C(=O)N2C1c1ccccc1)C(C(=O)OC)C3C(=O)OC (stereo partly specified)	0%&-1%[12.4 µM]	17%&11%[12.4 µM]	3%&-4%[15.3 µM]
CCOC(=O)OCC1OC(C#Cc2ccc(C)cc2C)C=CC1OC(=O)OCC (stereo unspecified)	-2%[12.4 µM]	?	-12%[15.3 µM]
C/C(CCN1CCCc2nc(C)c(C)cc21)=N\OC[C@@H](O)[C@@H]1O[C@@H]2OC(C)(C)O[C@@H]2[C@H]1O	2%[12.4 µM]	-7%[12.4 µM]	38%[activator][15.3 µM]
CCCCNc1nc(C)nc2c1nc(-c1ccccc1)n2CCN1CCCCC1	-6%	-12%	?
CC(C)(C)N1C(=O)[C@H]2[C@@H]3[C@H](O)C=CC(=O)[C@H]3CC[C@H]2C1=O	0%[12.4 µM]	30%[12.4 µM]	-2%[15.3 µM]

A draw from above in order of number of heavy atoms, ascending:
SMILES	BLM helicase inh	APE1 inh	Anesthetic bind
COC(=O)[C@H](C)NC(=O)[C@@H](C)CO	0%[12.4 µM]	27%[12.4 µM]	-6%[15.3 µM]
O=C1CCCC=C1[C@H](O)CCCCBr	-8%[12.4 µM]	4%[12.4 µM]	-3%[15.3 µM]
CC(C)=NO[C@@H](C)CN1CCCc2nc(C)c(C)cc21	-3%[12.4 µM]	31%[activator][12.4 µM]	73%[activator][15.3 µM]
CC(C)(C)N1C(=O)[C@H]2[C@@H]3[C@H](O)C=CC(=O)[C@H]3CC[C@H]2C1=O	0%[12.4 µM]	30%[12.4 µM]	-2%[15.3 µM]
Cc1ccc(S(=O)(=O)N[C@H]2COC(=O)[C@@H](C)COC(=O)C/C=C\[C@H]2C)cc1	-2%[12.4 µM]	17%[12.4 µM]	-11%[15.3 µM]
CCOc1ccccc1-c1nnc2n1N=C(c1ccc(OC)c(OC)c1)CS2	1%	10µM*	-21%
CCCCNc1nc(C)nc2c1nc(-c1ccccc1)n2CCN1CCCCC1	-6%	-12%	?
CCOC(=O)N/N=C1/C[C@@H](O)[C@@H](O)[C@@H]2[C@@H]3C(=O)N(Cc4ccccc4)C(=O)[C@H]3CC[C@@H]12	-4%[12.4 µM]	?	4%[15.3 µM]
C/C(CCN1CCCc2nc(C)c(C)cc21)=N\OC[C@@H](O)[C@@H]1O[C@@H]2OC(C)(C)O[C@@H]2[C@H]1O	2%[12.4 µM]	-7%[12.4 µM]	38%[activator][15.3 µM]
O=C(NCCc1c[nH]c2ccccc12)[C@H]1C[C@@H]1[C@H](NP(=O)(c1ccccc1)c1ccccc1)c1ccccc1	-10%	-5%	-1%
COC(=O)C1=C(C)N(Cc2ccccc2)[C@]23O[C@](C(=O)OC)(C(=O)N2C1c1ccccc1)C(C(=O)OC)C3C(=O)OC (stereo partly specified)	0%&-1%[12.4 µM]	17%&11%[12.4 µM]	3%&-4%[15.3 µM]
COC(=O)[C@@]1(Cc2ccc(F)cc2)[C@H]2c3cc(C(=O)N(C)C)n(CCCNc4ccc(C(F)(F)F)cc4Cl)c3C[C@H]2CN1C(=O)c1ccccc1	-10%	-2%	-17%

The list is partial; the hit share may differ from the screen's.
